N370S GC = N370S glucocerebrosidase modulation, Gaucher chaperone candidate; P04062; N370S GC spleen homogenate, 4MU-glucoside fluorescence; Potency, µM (doses to about 59.4 µM), inactives show at the highest dose activity change, negative = inhibition, most hits filed as inhibitors; 330,000 compounds, 0.092% hits;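 note: 0% = full enzyme activity and -100% = no enzyme basal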
TDP1 inh = TDP1 (human) enzyme inhibition; 350,000 compounds, 0.28% hits; Potency, µM (highest dose often 130 µM), for the others: at the top dose activity change, negative = inhibition, most hits filed as inhibitors; recombinant TDP1, AlphaScreen DNA substrate cleavage; Q9NUW8; note: nearly all actives have a fitted effect of over 40% in size
Target sequence (Q9NUW8 whole entry, looked up): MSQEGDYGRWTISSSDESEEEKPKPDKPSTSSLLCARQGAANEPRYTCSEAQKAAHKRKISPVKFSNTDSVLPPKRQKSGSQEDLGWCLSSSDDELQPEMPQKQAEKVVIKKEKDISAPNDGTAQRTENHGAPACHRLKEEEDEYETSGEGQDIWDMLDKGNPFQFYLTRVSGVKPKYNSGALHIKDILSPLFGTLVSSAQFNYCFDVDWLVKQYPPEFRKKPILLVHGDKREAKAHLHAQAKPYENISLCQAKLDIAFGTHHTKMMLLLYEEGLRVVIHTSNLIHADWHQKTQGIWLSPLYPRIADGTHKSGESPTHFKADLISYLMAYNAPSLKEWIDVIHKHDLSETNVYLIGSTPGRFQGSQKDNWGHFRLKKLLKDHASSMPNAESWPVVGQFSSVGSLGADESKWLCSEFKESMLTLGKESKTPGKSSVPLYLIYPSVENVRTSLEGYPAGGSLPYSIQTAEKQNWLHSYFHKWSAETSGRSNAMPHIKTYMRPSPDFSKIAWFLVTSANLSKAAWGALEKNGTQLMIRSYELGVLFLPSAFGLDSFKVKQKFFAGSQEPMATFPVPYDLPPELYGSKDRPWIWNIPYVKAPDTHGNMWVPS
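Tdp1 1 nM final; 15 min RT w/ cpd; substrate 15 nM, 5 min; beads 10 ug/ml, 10 min; AlphaScreen read. Neg ctrl: no enzyme.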
FEN1 inhibitor = human FEN1 inhibition | Potency, µM (series often up to 114 µM), for the others: top-dose activity change, negative = inhibition, usual class: inhibitors | Recombinant FEN1 flap cleavage, fluorescence, 15 min | AID 588795 | P39748 | 390,000 compounds, 0.35% hits; note: nearly all actives have a fitted effect of over 65% in size
Target sequence (P39748 whole entry, looked up): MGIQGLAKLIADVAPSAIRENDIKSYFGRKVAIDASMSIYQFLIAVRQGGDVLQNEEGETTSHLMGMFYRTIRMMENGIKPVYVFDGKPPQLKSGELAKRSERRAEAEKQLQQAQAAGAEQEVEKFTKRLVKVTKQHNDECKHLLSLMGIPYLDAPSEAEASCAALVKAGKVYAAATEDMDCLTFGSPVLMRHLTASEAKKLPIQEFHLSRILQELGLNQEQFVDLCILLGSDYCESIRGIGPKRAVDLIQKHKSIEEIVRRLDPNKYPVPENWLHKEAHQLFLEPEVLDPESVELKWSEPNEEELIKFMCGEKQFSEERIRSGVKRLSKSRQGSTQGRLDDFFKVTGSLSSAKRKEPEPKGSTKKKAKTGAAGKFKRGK
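In this screen, 50 nM flap DNA substrate was added to 10 nM FEN1 pretreated with compound for 15 min at room temperature; cleavage was followed with reads at 0 and 15 min, and Hill fitting gave concentration–response parameters.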
An asterisk follows results filed as active; ? = inconclusive; . = no result given; & = joins results of further samples; [ ] = another dose, or the depositor's remark. Calls come from the whole dose curve; as a rule, active = well fitted curve in the direction sought with a large enough effect; inconclusive = small, poorly fitted or top-dose-only effect, or another doubt; inactive = no such curve, though single readings can be large; an effect the other way counts as inactive or inconclusive. Unless noted, % is set by controls: 0 for no effect and ±100 for the full control effect; potency is the fitted concentration of half-maximal effect.

The opening 13 compounds, to show the layout:
SMILES | N370S GC | TDP1 inh | FEN1 inhibitor
CC(C)(C)n1ncc2c(=O)n(CC(=O)NCc3ccccc3)cnc21 | -3% | 5%[56.1 µM] | -6%
Cc1ccccc1C(C(=O)NC1CCCCC1)N(C(=O)c1ccccn1)c1cccnc1 (stereo not given) | -1% | 3% | 5%
COc1cccc(CNC(=O)COc2cc3c(c4oc(=O)cc(C)c24)CCC(C)(C)O3)c1 | ? | . | 9%
O=C(CSc1ncccn1)N/N=C/c1cccc([N+](=O)[O-])c1 | 2% | 2% | 0%
CCOC(=O)c1cc2c(C(F)(F)F)cc(-c3ccccc3)nc2o1 | 2% | 4% | 4%
COc1cccc(-n2sc3c(c2=S)-c2cc(OC)ccc2NC3(C)C)c1 | 1% | 15% | -5%
O=c1[nH]nc2c3ccccc3cnn12 | -14% | 6% | -13%
N#Cc1c(N)sc2c1CCN(CCc1ccccc1)C2 | 3% | 2% | -4%
CC(=O)N1CCN(c2ccc(S(C)(=O)=O)cc2[N+](=O)[O-])CC1 | -5% | 0% | 1%
Cc1[nH]c2ccccc2c1/C=C/C(=O)c1ccncc1 | -20% | . | -1%
COc1ccc(OC)c(S(=O)(=O)N2CCCc3ccccc32)c1 | 16% | 1% | 3%
CC(O)CNc1nc2ccccc2n1-c1ncnc2sc3c(c12)CCC3 (stereo not given) | 3% | 5% | -7%
CN(C1CCCC1)C1CCN(C(=S)Nc2cc(F)cc(F)c2)CC1 | -4% | 0% | 0%

The whole of this part, previewed entries included:
SMILES | N370S GC | TDP1 inh | FEN1 inhibitor
CC(C)(C)n1ncc2c(=O)n(CC(=O)NCc3ccccc3)cnc21 | -3% | 5%[56.1 µM] | -6%
Cc1ccccc1C(C(=O)NC1CCCCC1)N(C(=O)c1ccccn1)c1cccnc1 (stereo not given) | -1% | 3% | 5%
COc1cccc(CNC(=O)COc2cc3c(c4oc(=O)cc(C)c24)CCC(C)(C)O3)c1 | ? | . | 9%
O=C(CSc1ncccn1)N/N=C/c1cccc([N+](=O)[O-])c1 | 2% | 2% | 0%
CCOC(=O)c1cc2c(C(F)(F)F)cc(-c3ccccc3)nc2o1 | 2% | 4% | 4%
COc1cccc(-n2sc3c(c2=S)-c2cc(OC)ccc2NC3(C)C)c1 | 1% | 15% | -5%
O=c1[nH]nc2c3ccccc3cnn12 | -14% | 6% | -13%
N#Cc1c(N)sc2c1CCN(CCc1ccccc1)C2 | 3% | 2% | -4%
CC(=O)N1CCN(c2ccc(S(C)(=O)=O)cc2[N+](=O)[O-])CC1 | -5% | 0% | 1%
Cc1[nH]c2ccccc2c1/C=C/C(=O)c1ccncc1 | -20% | . | -1%
COc1ccc(OC)c(S(=O)(=O)N2CCCc3ccccc32)c1 | 16% | 1% | 3%
CC(O)CNc1nc2ccccc2n1-c1ncnc2sc3c(c12)CCC3 (stereo not given) | 3% | 5% | -7%
CN(C1CCCC1)C1CCN(C(=S)Nc2cc(F)cc(F)c2)CC1 | -4% | 0% | 0%
CS(=O)(=O)c1ccccc1C(=O)Nc1ccccc1Cc1ccccc1 | -3% | 0% | 8%
Cc1cc(S(=O)(=O)N2CCN=C2c2ccccc2)ccc1F | -16% | 0% | -10%
N#CCCN1CCN(S(=O)(=O)c2ccc(C#N)cc2)CC1 | 8% | -2% | 10%
CCC(=O)c1ccc(OCC(=O)N2CCN(C(=O)c3ccccc3)CC2)cc1 | . | 3% | 8%
CCN(CC)CCCN(C(=O)c1ccc(OC)cc1)c1nc(-c2ccc(OC)cc2)cs1 | ? | . | ?
C=CCn1c(-c2sc(-c3ccccc3)nc2C)n[nH]c1=S | 3% | 3% | 10%
CNc1nc(OCC#N)nc(N2CCCCC2)n1 | -19% | 3% | -6%
CSc1nnc(C)c(/C=C/Nc2ccc(C)cc2)n1 | 19% | 1% | -12%
O=C1CCCN1CCCNc1ncnc2c1[nH]c1ccccc12 | 8% | 2% | -23%
NS(=O)(=O)c1ccc(N/C=C/C(=O)c2ccc(Br)cc2)cc1 | 11% | 3% | -4%
Cc1ccc2sc(-c3ccc(NC(=O)CCN4C(=O)c5ccccc5C4=O)cc3)nc2c1 | 9% | -1% | .
CN1CCN(NC(=O)c2cn(-c3ccccc3)nc2-c2ccc(OC(F)F)cc2)CC1 | -18% | 3% | -1%
Cc1ccc(S(=O)(=O)N2CCOCC2)cc1C(=O)Nc1ccccc1N1CCCC1 | -5% | . | 0%
COc1ccc(C(=O)Oc2cccc(/C=N/NC(N)=S)c2)cc1 | 3% | 2% | 6%
Cc1ccc(OCC(=O)Nc2ccc(S(=O)(=O)Nc3onc(C)c3C)cc2)cc1 | 11% | -2% | -10%
COc1ccc(CNC(=O)CC(C)CC2=NS(=O)(=O)c3ccccc3N2)cc1 (stereo not given) | -27% | 0% | -3%&17%
CC(C)(C)NC(=O)/C(=C\c1ccc(Br)cc1)NC(=O)c1cccs1 | 2% | 3% | -8%
c1ccc(C2c3[nH]c4ccccc4c3CCN2Cc2cccn2-c2cccnc2)nc1 (stereo not given) | -8% | 8% | 4%
Cc1ccccc1OCC(=O)OCn1nnc2ccccc2c1=O | -2% | -3% | -1%
Cc1ccc(NC(=O)CCNS(=O)(=O)c2ccc3[nH]c(=O)oc3c2)cc1C | -9% | 0% | 22%
C=CCn1c(SCc2ccc(C(=O)O)cc2)nc2sc(C)c(C)c2c1=O | 24% | 1% | 5%
CNC(=O)c1cc(S(=O)(=O)N(C)C)ccc1Cl | 8% | 0% | 4%
CCS(=O)(=O)c1ncc(Cl)c(C(=O)Nc2c(C(=O)Nc3cccc(C)c3)oc3ccccc23)n1 | . | -1% | 0%
O=C(NCc1ccc(Cl)cc1)C1CCCN(c2ncnc3c2nc2n3CCCCC2)C1 (stereo not given) | -6% | 2% | -3%
CC1c2cc3c(cc2CCN1C(=O)c1ccc(Br)cc1)OCCCO3 (stereo not given) | -11% | 4% | -1%
CCOC(=O)c1ccc(NC(=O)c2ccc3c(c2)C(=O)N(Cc2cccnc2)C3=O)cc1 | -11% | 5% | 10%
CC(C)C(Nc1ncnc2c1oc1ccccc12)C(=O)O (stereo not given) | -5% | . | 2%
CSc1nc(N2CCN(C)CC2)c2c(c1C#N)CC(C)(C)OC2 | 1% | . | -10%
O=[N+]([O-])c1ccc(N2CCN(c3ccccc3)CC2)nc1 | -7% | . | 9%
O=C(CSc1nc2ccccc2c(=O)n1CCCC(=O)N1CCCC1)NCc1ccco1 | 6% | 2% | 11%
COc1ccc(CCNC(=O)Cc2nn(C)c(=O)c3ccccc23)cc1OC | -3% | 1% | 14%
CCCCN1c2cc(C)c(O)cc2C(C(=O)OCC)C1C (stereo not given) | 0% | 5% | -15%
CCCCc1nnc(NC(=O)c2ccc(S(=O)(=O)N3CCOCC3)cc2)s1 | . | 0%[56.1 µM] | -2%
CCOc1ccccc1Nc1nc(-c2sc(NC(=O)c3ccccc3)nc2C)cs1 | -3% | 2% | .
CCOc1ccc2nc(NC(=O)CN3CCN(C)CC3)sc2c1 | 14% | 4% | 2%
Cc1ccc(S(=O)(=O)N2CCOC23CCN(C(=O)C(=O)NCCC(C)C)CC3)cc1 | -19% | 5%[0.505 µM] | -1%
O=C(Nc1ccc2c(c1)OCO2)c1cnn2cccnc12 | 8% | 2% | -7%
The list continues.
SMILES | N370S GC | TDP1 inh | FEN1 inhibitor
COc1ccc(-c2csc(NC(=O)c3ccco3)n2)cc1 | 1% | -1%[56.1 µM] | -6%
Cc1ccc(Cn2c(CNS(=O)(=O)c3ccc(C(C)(C)C)cc3)nc3cccnc32)cc1 | . | 11% | -17%
COc1ccc(OC)c(C(=O)c2coc3ccc(OC)cc23)c1 | -1% | 2% | -2%
O=C1c2ccccc2NC(c2cccc(O)c2)N1Cc1ccco1 (stereo not given) | 4% | 2%&0% | -19%&-15%
O=C(/C=C/NNC(=O)c1ccccc1)c1ccc([N+](=O)[O-])cc1 | 8% | -3% | 1%
CC(C)(C)c1ccc(-n2nc(C#N)c(Cl)cc2=O)cc1 | ? | 8% | 2%
COc1ccc(N2CCN(C(=O)c3ccc(Cn4nc(C)c([N+](=O)[O-])c4C)o3)CC2)cc1 | -2% | 6% | 1%
COc1cc(C(=O)NC2CC(C)(C)NC(C)(C)C2)cc(OC)c1OC | -1% | -2% | -9%
Cc1ccc2c(CC(=O)NCC3COc4ccccc4O3)coc2c1 (stereo not given) | 0% | 5% | 0%
CCNC(=S)NNC(=O)c1cccs1 | -25% | 1% | 2%
CC(=O)Nc1cccc(OC(=O)N2CCOCC2)c1 | 4% | 9% | -5%
O=C(COC(=O)/C=C/c1ccc(Cl)cc1Cl)Nc1cc(C(F)(F)F)ccc1N1CCOCC1 | 8% | 2% | ?
CC1CCCCN1S(=O)(=O)c1ccc(C(=O)Nc2nnc(-c3ccco3)o2)cc1 (stereo not given) | -18% | 4% | -5%
COc1ccc(NC(=O)c2cn(-c3ccccc3)nc2SC)cc1 | ? | 3% | -24%
O=C(COc1ccc(F)cc1)NCc1ccc2c(c1)CCN2C(=O)c1ccccc1 | . | 6% | -3%
CC(C)c1ccc(-c2nc3ccccc3s2)cc1 | 10% | 1% | -4%
Cn1cccc1C(C#N)c1ncc(C(F)(F)F)cc1Cl (stereo not given) | 0% | 0% | -15%
COc1ccc(NC(=O)Nc2cccc3c2O[C@H](CN(C)C(=O)NC(C)C)[C@@H](C)CN([C@H](C)CO)C3=O)cc1 | . | 1% | -2%
CCOc1ncccc1C(=O)N1CCN(S(=O)(=O)c2ccc3ccccc3c2)CC1 | -1% | 1% | 11%
Cc1ccc(SCc2cc(=O)n3[nH]c(C)nc3n2)cc1 | -1% | 8% | 7%
COc1ccccc1CC(=O)Nc1ccon1 | -3% | . | -13%
O=C(Nc1nc(-c2cccs2)c(-c2cccs2)s1)C1(c2ccccc2)CC1 | -1% | 1% | -9%
O=C1/C(=C/c2cccc(Br)c2)SC(=S)N1CCC(=O)N(CCO)c1ccccc1 | -12% | 6% | 12%
O=C(NCc1ccc(Cl)cc1)C1CCCN1C(=O)Nc1ccccc1 (stereo not given) | -7% | . | 0%
COc1cc(C)nc(-c2csc(C)n2)n1 | 1% | -5% | -8%
COCCn1nnnc1C(c1ccc2ncccc2c1)N1CCN(c2ccccc2F)CC1 (stereo not given) | 0% | 1% | -6%
Cc1noc(C)c1CSCC(=O)Nc1cc(Cl)ccc1N1CCCCC1 | ? | -16% | -13%
Cc1cc(C)cc(NC(=O)c2ccc(Cn3nc(C)c(Cl)c3C)o2)c1 | 4% | 9%[56.1 µM] | -24%
CCCNC(=O)c1cc2n(n1)CCCN(Cc1ccc(F)cc1)C2=O | . | -5% | -11%
Nc1c(C(=O)OCC2CCCO2)c2nc3ccccc3nc2n1C1CCCC1 (stereo not given) | ? | 3% | -4%
COC(=O)c1ccc(Cn2nnc3sc4c(c3c2=O)CCC(C)C4)cc1 (stereo not given) | . | -4% | -2%
O=C(CN(c1cccc([N+](=O)[O-])c1)S(=O)(=O)c1ccccc1)N(Cc1ccccc1)Cc1ccccc1 | 8% | 3% | -3%
CCOc1ccc(Nc2cc(C)nc(-n3nc(C)cc3C)n2)cc1 | -6% | 4% | 1%
CCOC(=O)c1[nH]c2c(c1C)C(=O)CC(c1ccc(F)cc1)C2 (stereo not given) | 0% | -1% | 9%
NC(=O)C1CCN(C(=O)C(=O)c2cn(CC(=O)N3CCCCCC3)c3ccccc23)CC1 | -11% | 0% | 16%
COC(=O)c1ccc(NC(=O)c2snnc2-c2ccccc2)cc1 | 1% | 0% | 1%
CCCCNC(=O)C(CC)Sc1nnc(-c2ccc(F)cc2)c(-c2ccc(F)cc2)n1 (stereo not given) | . | 6% | -7%
COc1ccc(NCc2nn(CC(=O)c3ccc(Br)cc3)c3[n+]2CCCCC3)cc1 | -19% | 10% | 5%
CCOC(=O)Nc1nc(-c2ccc(F)cc2F)cs1 | 11% | -1% | -5%
CCOC(=O)C1(Cc2cccc(OC)c2)CCCN(Cc2cc(C(C)C)n[nH]2)C1 (stereo not given) | -8% | . | 0%
CC(=O)Nc1ccc(-c2csc(Nc3cccc(C)n3)n2)cc1 | 1% | 3% | 9%
O=C1C(Cc2ccccc2O)NC(=S)N1c1ccccc1 (stereo not given) | 4% | 5% | 8%
CCCN1Cc2cccc(C(=O)NCc3ccccc3OC)c2C1=O | 6% | 4% | -10%
CN(C(=O)COC(=O)COc1ccccc1F)C1CCS(=O)(=O)C1 (stereo not given) | -6% | -6% | -1%
COc1ccc2c(c1OC)C[N+]1([O-])CCc3cc4c(cc3C1C2)OCO4 (stereo not given) | 6% | 1% | -1%
N=c1c2cn[nH]c2nc(SCC(=O)c2ccc(Br)cc2)n1-c1ccc(Br)cc1 | -1% | 3% | -5%
O=S(=O)(c1ccc(-c2csc(-c3cccnc3)n2)cc1)N1CCCCC1 | -5% | 8%[56.1 µM] | ?
O=C(c1ccc(F)cc1)N1CCN(C2CCCCC2)CC1 | 2% | 6% | 17%
O=C(NCCCN1CCCC1=O)c1c(O)nc2ccccn2c1=O | 0% | 2% | 22%

An excerpt from above with just N370S GC and FEN1 inhibitor:
canonical_smiles | N370S GC | FEN1 inhibitor
O=C1C(Cc2ccccc2O)NC(=S)N1c1ccccc1 (stereo not given) | 4% | 8%
O=C(c1ccc(F)cc1)N1CCN(C2CCCCC2)CC1 | 2% | 17%

Screens deposited in PubChem BioAssay by National Center for Advancing Translational Sciences (NCATS).
